Assay outcomes (PubChem BioAssay)
TNAP inh hi DEA – TNAP (human) inhibition, high acceptor; P05186; purified TNAP, CDP-star luminescence, 1 M DEA; inhibition, % at 20 µM; 200,000 tested, 0.03% active; AID 1135;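 active = over 50% inhibition of tissue-nonspecific alkaline phosphatase at 20 µM in the single-dose screen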;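 note: plate controls were DMSO wells for no effect and EDTA-quenched wells as full inhibition for full effect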
Target sequence (P05186 whole entry, looked up): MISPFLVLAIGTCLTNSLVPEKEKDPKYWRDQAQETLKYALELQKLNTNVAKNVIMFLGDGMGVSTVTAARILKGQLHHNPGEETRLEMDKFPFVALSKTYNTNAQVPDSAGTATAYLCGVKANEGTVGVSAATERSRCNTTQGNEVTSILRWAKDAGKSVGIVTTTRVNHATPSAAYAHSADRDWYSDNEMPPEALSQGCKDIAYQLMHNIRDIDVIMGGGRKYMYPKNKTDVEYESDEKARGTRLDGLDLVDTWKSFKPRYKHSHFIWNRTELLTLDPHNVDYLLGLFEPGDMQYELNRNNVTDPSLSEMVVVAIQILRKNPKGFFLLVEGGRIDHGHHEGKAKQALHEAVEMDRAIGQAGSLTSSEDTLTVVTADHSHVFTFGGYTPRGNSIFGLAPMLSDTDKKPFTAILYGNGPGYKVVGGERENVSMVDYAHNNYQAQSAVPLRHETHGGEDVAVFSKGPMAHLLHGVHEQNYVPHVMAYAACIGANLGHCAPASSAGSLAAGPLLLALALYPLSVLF
APP 5UTR inh – APP translation inhibition. SH-SY5Y APP 5'UTR-luciferase reporter, luminescence. inhibition, % at 2 µM. 190,000 tested, 0.82% active;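 active = inhibition above a set limit, derived from the sample mean plus 3 SD, cut at about 45% in these data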; note: values of inactives mirror those of a sister screen read the other way
FLuc inhib CS – counter-screen for luciferase assay inhibitors: firefly luciferase inhibition; ATPLite firefly luciferase biochemical luminescence, 10 min; inhibition, % at 10 µM; 200,000 tested, 1.5% active; AID 1006;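 active = inhibition above about 50% when tested at 10 µM, limit read from the data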
Target sequence (P08659 whole entry, looked up): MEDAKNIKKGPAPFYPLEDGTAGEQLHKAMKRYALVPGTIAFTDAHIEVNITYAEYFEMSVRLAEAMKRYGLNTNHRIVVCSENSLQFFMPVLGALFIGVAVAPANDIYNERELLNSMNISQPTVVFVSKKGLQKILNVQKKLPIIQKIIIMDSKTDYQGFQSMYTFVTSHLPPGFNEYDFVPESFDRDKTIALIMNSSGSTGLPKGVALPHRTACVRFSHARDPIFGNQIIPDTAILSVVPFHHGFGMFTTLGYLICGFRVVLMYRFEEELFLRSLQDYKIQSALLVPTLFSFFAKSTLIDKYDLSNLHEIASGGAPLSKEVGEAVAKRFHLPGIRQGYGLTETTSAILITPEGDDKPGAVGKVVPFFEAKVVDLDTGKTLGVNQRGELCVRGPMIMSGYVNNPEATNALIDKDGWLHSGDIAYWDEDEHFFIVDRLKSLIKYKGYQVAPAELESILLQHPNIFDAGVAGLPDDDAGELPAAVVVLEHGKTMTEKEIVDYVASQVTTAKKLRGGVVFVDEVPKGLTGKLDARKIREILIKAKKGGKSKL
FLuc act counter – firefly luciferase counter-screen for stimulation assays; P08659; ATPlite luciferase biochemical, luminescence, 10 min; 0 = ATP-free wells, 1 = DMSO control; activation factor at 10 µM; 200,000 tested, under 10 active;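 active = luciferase activation factor, scaled between plate controls, of at least 2 with compound at 10 µM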
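Assay system: Luciferase/luciferin reagent mix; Medium: PBS as buffer for the ATP substrate; Dosing: test compounds dosed from 2 mM stocks in 100% DMSO; Times: 10 min, room temperature; Signal: luminescence from luciferase reaction; Read-out: luciferase activation; Controls: No-ATP low control, compound-free enzyme-plus-ATP high control.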
TNAP inh no acc – blocks human TNAP activity with no phosphate acceptor present | purified TNAP, CDP-star luminescence, 30 min | P05186 | AID 1012 | 200,000 tested, 0.26% active | inhibition, % at 20 µM;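 active = tissue-nonspecific alkaline phosphatase inhibition above about 50% at 20 µM in the single-dose screen, limit read from the data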;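 note: 0% = DMSO negative control and 100% = EDTA positive control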
RAM inhibit – blocks the yeast RAM network; S. cerevisiae dse1pr::URA3 reporter, 5-FOA growth OD615, 2 d; analog-sensitive cbk1-as2 kinase mutant strain; inhibition, % at 50 µM; 190,000 tested, 1.8% active; AID 868;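 active = inhibition above a set limit, 3 SD over mean compound inhibition, cut at about 8.4% in these data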;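 note: 0% = DMSO-only wells with no growth and 100% = 10 µM 1-NA-PP1 full growth; inhibition rescues growth on 5-FOA so higher OD means more RAM inhibition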
bIAP activator – increases bovine intestinal alkaline phosphatase activity; AID 1016; purified bovine IAP, CDP-star luminescence, 30 min; hits give high values; fold of DMSO-control signal, blank-subtracted; activation factor at 20 µM; 200,000 tested, 0.17% active;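 active = activation factor of 2 or more at 20 µM, a signal rise over negative controls twice the positive control's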
TNAP act hiacc – activators of human TNAP at high phosphate acceptor concentration | purified TNAP, CDP-star luminescence, 1 M DEA, 30 min; hits give high values; 0 = EDTA background, 1 = DMSO-only activity | activation factor at 20 µM | 200,000 tested, under 10 active | AID 1136;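 active = activation factor at least 2 at 20 µM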
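Measured by: Luminescent substrate turnover signal | Test system: Human TNAP | Input: TNAP 1/800 final | Dosing: 20 µM single point | Schedule: 30 min, room temperature | Controls: EDTA wells as negative control, DMSO wells as positive control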
L major viab – reduces viability of Leishmania major promastigotes; resazurin fluorescence viability; inhibition, % at 10 µM; 200,000 tested, 9% active; in the data active = inhibition above about 50%;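 note: promastigotes grown with compound for 44 hours at 28 °C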
bIAP inhibitor – blocks bovine intestinal alkaline phosphatase activity. purified bovine IAP, CDP-star luminescence, 30 min. AID 1019. 190,000 tested, under 10 active. inhibition, % at 20 µM;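 active = over 50% inhibition of intestinal alkaline phosphatase at 20 µM in the single-dose screen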
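test system = bovine IAP enzyme | medium = DEA buffer 100 mM, pH 9.8, with MgCl2 1.0 mM, ZnCl2 0.02 mM | detection = luminescence | dosing = single compound dose of 20 µM, 2% DMSO final | incubation = 30 min reaction at room temperature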
* hit, by the source's call.

How did CC(C)N1CCC(N2CCN(Cc3cnc(-c4ccccc4)s3)CC2CCO)CC1 (stereo not given) do in these assays?
TNAP inh hi DEA: -8; APP 5UTR inh: -2; FLuc inhib CS: -7; FLuc act counter: 1.1; TNAP inh no acc: -13; RAM inhibit: 0.5; bIAP activator: 1.2; TNAP act hiacc: 1.1; L major viab: 6; bIAP inhibitor: -17

What do the screens show for `N/C(=N\OC(=O)c1cccs1)c1ccccc1`?
TNAP inh hi DEA: -2; APP 5UTR inh: -83; FLuc inhib CS: 94*; FLuc act counter: 0.1; TNAP inh no acc: -13; RAM inhibit: 0.0; bIAP activator: 1.1; TNAP act hiacc: 1; L major viab: 36; bIAP inhibitor: -8

What do the screens show for `CCC(C)(C)n1nnnc1C(c1ccc(C)cc1)N1CCSCC1` (stereo not given)?
TNAP inh hi DEA: -7; APP 5UTR inh: -12; FLuc inhib CS: -4; FLuc act counter: 1; TNAP inh no acc: 4; RAM inhibit: 4.1; bIAP activator: 1; TNAP act hiacc: 1.1; L major viab: 5; bIAP inhibitor: -2

Results for c1ccc(OCCn2cnc3ccccc32)cc1 ?
TNAP inh hi DEA: 2; APP 5UTR inh: -11; FLuc inhib CS: -1; FLuc act counter: 1; TNAP inh no acc: 3; RAM inhibit: 1.6; bIAP activator: 0.9; TNAP act hiacc: 1; L major viab: 52*; bIAP inhibitor: 13

Results for CCCN1CCN(C(=S)NCc2ccc(Cl)cc2)CC1 ?
TNAP inh hi DEA: -7; APP 5UTR inh: 16; FLuc inhib CS: -5; FLuc act counter: 1.1; TNAP inh no acc: -6; RAM inhibit: 0.9; bIAP activator: 0.9; TNAP act hiacc: 1.1; L major viab: 81*; bIAP inhibitor: 7

How did C/C(=N\N1C(=O)CSC1=S)c1ccc(Br)cc1 do in these assays?
TNAP inh hi DEA: -3; APP 5UTR inh: 26; FLuc inhib CS: -4; FLuc act counter: 1; TNAP inh no acc: -24; RAM inhibit: 1.6; bIAP activator: 1.1; TNAP act hiacc: 1; L major viab: -12; bIAP inhibitor: -6

Results for Cc1cccc(N2CC(C(=O)Nc3ccc(S(=O)(=O)N4CCOCC4)cc3)CC2=O)c1 (stereo not given) ?
TNAP inh hi DEA: -3; APP 5UTR inh: -20; FLuc inhib CS: -3; FLuc act counter: 1; TNAP inh no acc: -9; RAM inhibit: 1.0; bIAP activator: 1.1; TNAP act hiacc: 1; L major viab: -4; bIAP inhibitor: -6

How did CC(C)Oc1ccc(/C(O)=C2/C(=O)C(=O)N(Cc3cccnc3)C2c2ccco2)cc1 (stereo not given) do in these assays?
TNAP inh hi DEA: 1; APP 5UTR inh: -74; FLuc inhib CS: -4; FLuc act counter: 1; TNAP inh no acc: 4; RAM inhibit: 0.3; bIAP activator: 0.9; TNAP act hiacc: 1; L major viab: -11; bIAP inhibitor: 6

How did O=C(CC1CCCCC1)NCc1cn2ccsc2n1 do in these assays?
TNAP inh hi DEA: -8; APP 5UTR inh: 22; FLuc inhib CS: -6; FLuc act counter: 1.1; TNAP inh no acc: -1; RAM inhibit: 2.6; bIAP activator: 0.9; TNAP act hiacc: 1.1; L major viab: -7; bIAP inhibitor: 7

Results for COC(=O)c1cc(C)sc1NC(=S)N1CCN(CCc2ccccc2)CC1 ?
TNAP inh hi DEA: -3; APP 5UTR inh: -17; FLuc inhib CS: -3; FLuc act counter: 1; TNAP inh no acc: -3; RAM inhibit: 3.2; bIAP activator: 1.1; TNAP act hiacc: 1; L major viab: -6; bIAP inhibitor: -8

Results for Cc1ccc(NC2CC(=O)N(Cc3ccccc3)C2=O)cc1 (stereo not given) ?
TNAP inh hi DEA: 4; APP 5UTR inh: -14; FLuc inhib CS: -4; FLuc act counter: 1; TNAP inh no acc: -2; RAM inhibit: 0.3; bIAP activator: 0.8; TNAP act hiacc: 1; L major viab: -7; bIAP inhibitor: 20

Results for CC1C(c2ccccc2)N(C)CCC12NC(=O)NC2=O (stereo not given) ?
TNAP inh hi DEA: -8; APP 5UTR inh: -27; FLuc inhib CS: -4; FLuc act counter: 1; TNAP inh no acc: -15; RAM inhibit: 0.7; bIAP activator: 1; TNAP act hiacc: 1.1; L major viab: -2; bIAP inhibitor: -5

What do the screens show for `COc1ccc(C2C3=C(CCCC3=O)Nc3nc(C(F)(F)F)nn32)cc1OC` (stereo not given)?
TNAP inh hi DEA: -4; APP 5UTR inh: 15; FLuc inhib CS: 2; FLuc act counter: 1; TNAP inh no acc: -4; RAM inhibit: 1.5; bIAP activator: 0.9; TNAP act hiacc: 1; L major viab: -7; bIAP inhibitor: 5

What do the screens show for `CCn1cc(Br)c(C(=O)Nc2ccccc2C(=O)OC)n1`?
TNAP inh hi DEA: 0; APP 5UTR inh: 17; FLuc inhib CS: -1; FLuc act counter: 1; TNAP inh no acc: 6; RAM inhibit: 1.4; bIAP activator: 0.8; TNAP act hiacc: 1; L major viab: 19; bIAP inhibitor: 15

How did CC12CCC(C(=O)N(CSC(=S)N/N=C\c3ccccc3)C1=O)C2(C)C (stereo not given) do in these assays?
TNAP inh hi DEA: 1; APP 5UTR inh: 1; FLuc inhib CS: -1; FLuc act counter: 1; TNAP inh no acc: -5; RAM inhibit: 2.7; bIAP activator: 0.9; TNAP act hiacc: 1; L major viab: -5; bIAP inhibitor: 10

What do the screens show for `CC1=CC(=O)C=C(C)C1=NOS(=O)(=O)c1ccccc1`?
TNAP inh hi DEA: -5; APP 5UTR inh: 80*; FLuc inhib CS: -5; FLuc act counter: 1.1; TNAP inh no acc: 4; RAM inhibit: -1.6; bIAP activator: 1; TNAP act hiacc: 1.1; L major viab: 100*; bIAP inhibitor: 3

Results for O=C(c1ccco1)N1CCN(c2ncnc3c2nnn3Cc2ccccc2Cl)CC1 ?
TNAP inh hi DEA: -4; APP 5UTR inh: 3; FLuc inhib CS: -4; FLuc act counter: 1; TNAP inh no acc: -1; RAM inhibit: -0.9; bIAP activator: 0.6; TNAP act hiacc: 1; L major viab: 3; bIAP inhibitor: 44

Results for O=C(N/N=C/C=C/c1ccccc1)c1ccccc1Br ?
TNAP inh hi DEA: -3; APP 5UTR inh: 14; FLuc inhib CS: -4; FLuc act counter: 1; TNAP inh no acc: -2; RAM inhibit: 3.2; bIAP activator: 0.9; TNAP act hiacc: 1; L major viab: -9; bIAP inhibitor: 8

Results for CCOC(=O)N1CCC(NC(=O)C2CCN(C(=O)c3cc4oc(C)cc4n3Cc3c(F)cccc3Cl)CC2)CC1 ?
TNAP inh hi DEA: -1; APP 5UTR inh: -4; FLuc inhib CS: 0; FLuc act counter: 1; TNAP inh no acc: -20; RAM inhibit: 0.5; bIAP activator: 1.2; TNAP act hiacc: 1; L major viab: 75*; bIAP inhibitor: -25

How did O=C(O)c1cn(Cc2ccccn2)c(=O)c2ccccc12 do in these assays?
TNAP inh hi DEA: 1; APP 5UTR inh: -152; FLuc inhib CS: 2; FLuc act counter: 1; TNAP inh no acc: -2; RAM inhibit: 2.9; bIAP activator: 1.1; TNAP act hiacc: 1; L major viab: -7; bIAP inhibitor: -13

What do the screens show for `CCOC(=O)c1cc2c(C)n(-c3ccc(OCC)cc3)c(C)c2cc(C(=O)OCC)c1=O`?
TNAP inh hi DEA: -2; APP 5UTR inh: 11; FLuc inhib CS: -6; FLuc act counter: 1.1; TNAP inh no acc: -10; RAM inhibit: 6.8; bIAP activator: 0.8; TNAP act hiacc: 1; L major viab: -4; bIAP inhibitor: 22

Results for Cc1c(Cl)cccc1NC(=O)CCC(=O)NNC(=O)c1ccccc1Cl ?
TNAP inh hi DEA: 1; APP 5UTR inh: 5; FLuc inhib CS: -2; FLuc act counter: 1; TNAP inh no acc: 5; RAM inhibit: 0.8; bIAP activator: 1.1; TNAP act hiacc: 1; L major viab: -7; bIAP inhibitor: -11

Results for CC1=Nc2ccccc2/C1=C\c1sc(Nc2ccc(C)cc2)nc1O ?
TNAP inh hi DEA: 1; APP 5UTR inh: 96*; FLuc inhib CS: -5; FLuc act counter: 1.1; TNAP inh no acc: -3; RAM inhibit: 5.3; bIAP activator: 1; TNAP act hiacc: 1; L major viab: 73*; bIAP inhibitor: 2

Results for COc1ccc(NC(=O)/C(=C\c2ccc3c(c2)OCO3)NC(C)=O)cc1 ?
TNAP inh hi DEA: -1; APP 5UTR inh: -7; FLuc inhib CS: -2; FLuc act counter: 1; TNAP inh no acc: -10; RAM inhibit: -1.1; bIAP activator: 1; TNAP act hiacc: 1; L major viab: -6; bIAP inhibitor: 2

Six structures from above, sorted by length of the SMILES, ascending.
How did O=C(O)c1cn(Cc2ccccn2)c(=O)c2ccccc12 do in these assays?
TNAP inh hi DEA: 1; APP 5UTR inh: -152; FLuc inhib CS: 2; FLuc act counter: 1; TNAP inh no acc: -2; RAM inhibit: 2.9; bIAP activator: 1.1; TNAP act hiacc: 1; L major viab: -7; bIAP inhibitor: -13

What do the screens show for `CC1=CC(=O)C=C(C)C1=NOS(=O)(=O)c1ccccc1`?
TNAP inh hi DEA: -5; APP 5UTR inh: 80*; FLuc inhib CS: -5; FLuc act counter: 1.1; TNAP inh no acc: 4; RAM inhibit: -1.6; bIAP activator: 1; TNAP act hiacc: 1.1; L major viab: 100*; bIAP inhibitor: 3

Results for CC1=Nc2ccccc2/C1=C\c1sc(Nc2ccc(C)cc2)nc1O ?
TNAP inh hi DEA: 1; APP 5UTR inh: 96*; FLuc inhib CS: -5; FLuc act counter: 1.1; TNAP inh no acc: -3; RAM inhibit: 5.3; bIAP activator: 1; TNAP act hiacc: 1; L major viab: 73*; bIAP inhibitor: 2

Results for O=C(c1ccco1)N1CCN(c2ncnc3c2nnn3Cc2ccccc2Cl)CC1 ?
TNAP inh hi DEA: -4; APP 5UTR inh: 3; FLuc inhib CS: -4; FLuc act counter: 1; TNAP inh no acc: -1; RAM inhibit: -0.9; bIAP activator: 0.6; TNAP act hiacc: 1; L major viab: 3; bIAP inhibitor: 44

Results for COc1ccc(NC(=O)/C(=C\c2ccc3c(c2)OCO3)NC(C)=O)cc1 ?
TNAP inh hi DEA: -1; APP 5UTR inh: -7; FLuc inhib CS: -2; FLuc act counter: 1; TNAP inh no acc: -10; RAM inhibit: -1.1; bIAP activator: 1; TNAP act hiacc: 1; L major viab: -6; bIAP inhibitor: 2

What do the screens show for `CCOC(=O)c1cc2c(C)n(-c3ccc(OCC)cc3)c(C)c2cc(C(=O)OCC)c1=O`?
TNAP inh hi DEA: -2; APP 5UTR inh: 11; FLuc inhib CS: -6; FLuc act counter: 1.1; TNAP inh no acc: -10; RAM inhibit: 6.8; bIAP activator: 0.8; TNAP act hiacc: 1; L major viab: -4; bIAP inhibitor: 22
